NadD inh: inhibitors of Staphylococcus aureus NadD; purified NadD enzyme, colorimetric absorbance read-out; inhibition, % at 20 µM; actives 0.78% (n = 360,000); AID 602399; in the data active means inhibition above about 26%; further: some compounds past the cut are filed as inactive
CSN deneddyl inh: CSN deneddylation inhibition. Q92905. AID 651999. inhibition, % at 12.5 µM. Purified CSN, SCF-Nedd8-OG deneddylation, fluorescence polarization. actives 0.38% (n = 360,000);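 active means pattern-corrected inhibition above about 35%, with an unprinted fluorescence ratio check between 0.5 and 1.5, limit read from the data, passing the limit was not always enough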;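 further: 0% = enzyme with substrate and 100% = substrate without enzyme; some results filed as inactive read as strong as hits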
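Assay system: Purified human Csn5 enzyme expressed in HEK293T cells | Amount: Enzyme 0.24 nM | Measured by: Fluorescence polarization readout | Medium: Tris/NaCl/DTT buffer, pH 7.5 | Compound dosing: One concentration, 12.5 µM, 0.25% DMSO | Times: 90 min incubation of compound, enzyme and substrate at room temperature | Control set: no-enzyme wells high, enzyme-with-substrate wells low | Read-out: % inhibition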
DNMT1 inh: DNMT1 (human) enzyme inhibition; P26358; DNMT1 molecular beacon, Hinp1I cleavage, fluorescence; inhibition (reported as % activation of signal), % at 10 µM; actives 0.83% (n = 360,000); AID 588458; in the data active means inhibition above about 50%
STEP inh: STEP (human) phosphatase inhibition; P54829; recombinant STEP, OMFP fluorogenic substrate, fluorescence; inhibition, % at 20 µM; actives 0.25% (n = 360,000); AID 588621;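 active means inhibition at 20 µM, scaled per plate between control wells, above about 37%, limit read from the data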;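 further: 0% = DMSO with enzyme and substrate and 100% = substrate only without enzyme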
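Material: STEP (striatal-enriched tyrosine phosphatase) enzyme, cell-free; Compound dosing: 20 µM single dose in 1% DMSO; Technique: fluorescence read at 480 nm ex / 540 nm em; Times: reaction 20 min, ambient temperature; Medium: 50 mM Bis-Tris pH 6.0 with 2.5 mM DTT and 0.005% Tween 20; Also added: OMFP at 25 µM.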
Scp1 inh: blocks human Scp-1 phosphatase activity; actives 0.88% (n = 340,000); Recombinant Scp1, phosphopeptide, malachite green phosphate absorbance; Q9GZU7; inhibition, % at 20 µM; AID 493091;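 active means inhibition above about 50% at 20 µM, limit read from the data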;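 further: plate controls were DMSO wells with enzyme for no effect and wells lacking enzyme for full effect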
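Test system – truncated SCP-1 phosphatase (76-261aa) · Reagent – Phosphorylated 17-residue peptide substrate · Incubation – 45 min room-temperature reaction, 5 min colour, 30 min stabiliser · Detection – colorimetric phosphate reagent with accelerator and stabiliser, absorbance at 630 nm · Measure – % inhibition at 20 µM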
SUMO1 PPI mod: alters human SUMO1 binding to SIM partners. AID 602429. inhibition, % at 20 µM. SUMO1 binding to a labelled peptide, TR-FRET, 1 h. actives 0.33% (n = 360,000); in the data active means inhibition above about 37%
Rin1-Abl PPI inh: inhibitors of human Rin1-Abl protein interaction | actives 0.4% (n = 360,000) | AID 588664 | TR-FRET Rin1/Abl binding, biochemical | P00519+Q13671 | inhibition, % at 7.35 µM; in the data active means inhibition above about 5%, passing the limit was not always enough
Target sequence (P00519 whole entry, looked up): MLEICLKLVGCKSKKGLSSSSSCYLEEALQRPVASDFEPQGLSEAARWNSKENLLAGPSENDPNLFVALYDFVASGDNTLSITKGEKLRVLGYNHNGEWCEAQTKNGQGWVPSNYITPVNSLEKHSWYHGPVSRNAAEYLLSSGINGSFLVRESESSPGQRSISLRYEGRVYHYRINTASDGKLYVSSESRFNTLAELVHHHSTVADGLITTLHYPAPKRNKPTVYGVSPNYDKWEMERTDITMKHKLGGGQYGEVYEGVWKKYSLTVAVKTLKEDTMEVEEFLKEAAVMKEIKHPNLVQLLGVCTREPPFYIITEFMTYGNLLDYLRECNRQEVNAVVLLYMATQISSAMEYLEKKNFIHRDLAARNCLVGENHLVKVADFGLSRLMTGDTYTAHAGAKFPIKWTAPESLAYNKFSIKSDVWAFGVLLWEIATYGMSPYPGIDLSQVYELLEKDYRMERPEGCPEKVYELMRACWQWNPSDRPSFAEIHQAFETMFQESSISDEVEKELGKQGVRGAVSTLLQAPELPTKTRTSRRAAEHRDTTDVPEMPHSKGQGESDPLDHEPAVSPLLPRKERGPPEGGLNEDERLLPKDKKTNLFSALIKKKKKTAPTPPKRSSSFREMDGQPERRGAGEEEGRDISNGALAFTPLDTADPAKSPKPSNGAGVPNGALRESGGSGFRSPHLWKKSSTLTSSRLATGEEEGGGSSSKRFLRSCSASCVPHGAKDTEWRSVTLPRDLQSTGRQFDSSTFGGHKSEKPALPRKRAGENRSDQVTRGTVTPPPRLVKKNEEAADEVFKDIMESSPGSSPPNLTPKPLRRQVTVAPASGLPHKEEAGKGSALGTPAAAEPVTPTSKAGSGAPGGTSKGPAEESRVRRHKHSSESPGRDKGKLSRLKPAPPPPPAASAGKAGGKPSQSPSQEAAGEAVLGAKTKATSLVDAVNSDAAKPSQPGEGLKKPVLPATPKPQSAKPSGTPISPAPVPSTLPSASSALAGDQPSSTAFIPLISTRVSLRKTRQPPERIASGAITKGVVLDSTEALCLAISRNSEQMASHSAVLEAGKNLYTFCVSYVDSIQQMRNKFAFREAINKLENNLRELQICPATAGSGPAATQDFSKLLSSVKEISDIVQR
Target sequence (Q13671 whole entry, looked up): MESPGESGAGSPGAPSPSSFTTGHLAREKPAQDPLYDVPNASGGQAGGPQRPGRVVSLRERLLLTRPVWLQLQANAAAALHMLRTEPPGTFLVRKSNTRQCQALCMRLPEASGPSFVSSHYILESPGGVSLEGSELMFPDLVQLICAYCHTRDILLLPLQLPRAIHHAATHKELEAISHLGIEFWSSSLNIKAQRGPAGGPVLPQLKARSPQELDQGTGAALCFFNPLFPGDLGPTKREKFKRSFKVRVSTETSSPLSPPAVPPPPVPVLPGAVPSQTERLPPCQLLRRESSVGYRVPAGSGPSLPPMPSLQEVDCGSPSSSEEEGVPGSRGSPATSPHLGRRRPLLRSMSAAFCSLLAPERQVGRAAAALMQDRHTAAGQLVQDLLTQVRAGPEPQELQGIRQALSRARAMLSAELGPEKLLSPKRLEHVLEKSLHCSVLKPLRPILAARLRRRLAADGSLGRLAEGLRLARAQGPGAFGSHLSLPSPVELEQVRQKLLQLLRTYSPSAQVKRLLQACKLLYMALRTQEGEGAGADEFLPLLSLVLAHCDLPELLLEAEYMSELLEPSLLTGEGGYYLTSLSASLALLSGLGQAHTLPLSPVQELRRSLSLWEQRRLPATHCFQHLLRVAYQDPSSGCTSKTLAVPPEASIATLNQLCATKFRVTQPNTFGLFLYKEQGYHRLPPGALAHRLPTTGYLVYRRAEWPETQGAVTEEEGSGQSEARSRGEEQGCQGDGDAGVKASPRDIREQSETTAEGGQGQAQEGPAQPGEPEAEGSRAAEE
Rpn11 inh: blocks the human proteasome subunit Rpn11; O00487; human 26S proteasome, Ub4-pepOG fluorescence polarization; 20S core pre-blocked with epoxomicin; calls only at 20 µM; actives 0.59% (n = 360,000); AID 588493;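 active means inhibition at 20 µM, scaled to each plate's controls, above about 33%, limit read from the data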
Neddylation inh: blocks human cullin neddylation | P61081+Q13564 | actives 0.58% (n = 360,000) | calls only at 25 µM | AID 651699 | TR-FRET cullin neddylation, biochemical; in the data active means inhibition above about 36%
LMPTP inh: blocks human LMPTP phosphatase; inhibition, % at 20 µM; recombinant LMPTP-A, OMFP fluorogenic substrate, fluorescence intensity; actives 0.22% (n = 360,000);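 active means compounds that cut the enzyme signal by at least half of the control window in the single-dose screen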;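 further: plate controls were DMSO wells with enzyme plus substrate for no effect and substrate without enzyme for full effect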
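Assay system: LMPTP-A enzyme. Input: 0.625 nM LMPTP-A final. Probe or stimulus: 400 µM OMFP. Compound dosing: single 20 µM dose. Schedule: 50 min dark incubation at room temperature. Detection: fluorescence intensity of OMFP turnover product. Read-out: percent inhibition versus substrate-only and uninhibited controls. Benchmarks: no-enzyme low control, uninhibited high control.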
The depositor's hits bear a star; i = inactive; nt = not tested or not shown.

nr	Structure	Neddylation inh	CSN deneddyl inh	Scp1 inh	Rpn11 inh	NadD inh	LMPTP inh	DNMT1 inh	STEP inh	Rin1-Abl PPI inh	SUMO1 PPI mod
1	COC(=O)c1cc(OCC(=O)NC2CCCc3ccccc32)cc(C(=O)OC)c1 (stereo not given)	i	-2	2	i	-8	-0.8	3	-3	1	6
2	CC(=O)NCCC(=O)Nc1nc(-c2ccc3c(c2)OCCO3)cs1	i	3	-6	i	1	1.0	-1	-1	2	0
3	Cc1cc(C)c(C(=O)COC(=O)C2CCN(c3ccc(C(F)(F)F)cn3)CC2)c(C)c1	i	7	6	i	3	1.6	11	2	4	0
4	CC1CC(C)CN(C(=O)c2ccc(CSc3nc4ccncc4[nH]3)cc2)C1 (stereo not given)	i	-1	-10	i	0	17	3	3	2	9
5	O=C(NCC(=O)N1CCN(Cc2ccc3c(c2)OCO3)CC1)c1ccccc1F	i	-3	-7	i	1	-1.2	-4	-2	5	2
6	COc1ccc(C(NC(=O)C2CCN(CCOc3ccccc3)CC2)c2ccccn2)cc1 (stereo not given)	i	-2	nt	i	-2	-0.6	1	2	3	4
7	COc1cc(CN2CCN(C(=O)c3ccc(-c4ccccc4)cc3)CC2)cc(OC)c1OC	i	-3	-12	i	5	-1.9	-1	2	-2	4
8	CC(NC(=O)NC(=O)c1ccc(Cl)cc1)c1ccccc1 (stereo not given)	i	3	1	i	-5	1.1	1	0	2	1
9	O=C(NC1=NCCS1)C1COc2ccccc2O1 (stereo not given)	i	0	-3	i	-4	-0.2	-1	-6	1	1
10	CN1C(=O)/C(=C/c2ccccc2F)Sc2ccc(C(=O)N3CCCC3)cc21	i	0	-3	i	-6	0.6	-2	3	-1	-24
11	O=C(CCNC(=O)c1ccccc1Cl)Nc1nccs1	i	2	-3	i	1	-0.9	-1	-3	1	0
12	Cc1ccc(CSc2nnc(-c3ccccn3)n2C)cc1	i	-1	-2	i	0	-1.2	3	-10	-1	1

Part of the list above, with one line to a screen:
1) COC(=O)c1cc(OCC(=O)NC2CCCc3ccccc32)cc(C(=O)OC)c1 (stereo not given)
2) CC(=O)NCCC(=O)Nc1nc(-c2ccc3c(c2)OCCO3)cs1
3) Cc1cc(C)c(C(=O)COC(=O)C2CCN(c3ccc(C(F)(F)F)cn3)CC2)c(C)c1
4) CC1CC(C)CN(C(=O)c2ccc(CSc3nc4ccncc4[nH]3)cc2)C1 (stereo not given)
5) O=C(NCC(=O)N1CCN(Cc2ccc3c(c2)OCO3)CC1)c1ccccc1F
6) COc1ccc(C(NC(=O)C2CCN(CCOc3ccccc3)CC2)c2ccccn2)cc1 (stereo not given)
7) COc1cc(CN2CCN(C(=O)c3ccc(-c4ccccc4)cc3)CC2)cc(OC)c1OC
8) CC(NC(=O)NC(=O)c1ccc(Cl)cc1)c1ccccc1 (stereo not given)

| entry no. | 1 | 2 | 3 | 4 | 5 | 6 | 7 | 8 |
| --- | --- | --- | --- | --- | --- | --- | --- | --- |
| Neddylation inh | i | i | i | i | i | i | i | i |
| CSN deneddyl inh | -2 | 3 | 7 | -1 | -3 | -2 | -3 | 3 |
| Scp1 inh | 2 | -6 | 6 | -10 | -7 | nt | -12 | 1 |
| Rpn11 inh | i | i | i | i | i | i | i | i |
| NadD inh | -8 | 1 | 3 | 0 | 1 | -2 | 5 | -5 |
| LMPTP inh | -0.8 | 1.0 | 1.6 | 17 | -1.2 | -0.6 | -1.9 | 1.1 |
| DNMT1 inh | 3 | -1 | 11 | 3 | -4 | 1 | -1 | 1 |
| STEP inh | -3 | -1 | 2 | 3 | -2 | 2 | 2 | 0 |
| Rin1-Abl PPI inh | 1 | 2 | 4 | 2 | 5 | 3 | -2 | 2 |
| SUMO1 PPI mod | 6 | 0 | 0 | 9 | 2 | 4 | 4 | 1 |

9) O=C(NC1=NCCS1)C1COc2ccccc2O1 (stereo not given)
10) CN1C(=O)/C(=C/c2ccccc2F)Sc2ccc(C(=O)N3CCCC3)cc21

| entry no. | 9 | 10 |
| --- | --- | --- |
| Neddylation inh | i | i |
| CSN deneddyl inh | 0 | 0 |
| Scp1 inh | -3 | -3 |
| Rpn11 inh | i | i |
| NadD inh | -4 | -6 |
| LMPTP inh | -0.2 | 0.6 |
| DNMT1 inh | -1 | -2 |
| STEP inh | -6 | 3 |
| Rin1-Abl PPI inh | 1 | -1 |
| SUMO1 PPI mod | 1 | -24 |

Next section.
nr	Structure	Neddylation inh	CSN deneddyl inh	Scp1 inh	Rpn11 inh	NadD inh	LMPTP inh	DNMT1 inh	STEP inh	Rin1-Abl PPI inh	SUMO1 PPI mod
13	NC(=O)C1Cc2ccccc2CN1C(=O)c1cc(C2CC2)nn1-c1ccccc1 (stereo not given)	i	-4	-7	i	-3	-2.1	2	-3	3	-1
14	COc1ccc(CCNCC(=O)Nc2ccc(C)c(Br)c2)cc1OC	i	0	-3	i	-2	-0.7	1	0	1	2
15	CCOc1ccc(S(=O)(=O)N2CCCC(C(=O)NC3CC3)C2)cc1Cl (stereo not given)	i	4	1	i	-5	-0.8	2	-1	4	-3
16	CCn1c(CNC(=O)Cc2ccc(OC)cc2)nnc1SCC(=O)Nc1ccc(C(=O)O)cc1	i	-2	-3	i	-6	-2.3	0	1	4	-2
17	CN(CC(=O)Nc1ccc(Cl)c(C(F)(F)F)c1)C(=O)c1cc(=O)c2ccccc2o1	i	5	-10	i	-9	0.0	5	0	2	-5
18	NC(=O)c1ccc(-n2nnnc2Oc2ccccc2C(=O)N2CCOCC2)cc1	i	-2	1	i	-1	-1.2	3	-2	-2	-3
19	CCNC(=O)CN(Cc1ccccc1)S(=O)(=O)c1ccccc1	i	-3	0	i	-1	-0.8	1	2	3	0
20	COC(=O)CN(c1cccc(OC)c1)S(C)(=O)=O	i	1	0	i	1	-0.9	-1	-4	5	4
21	COc1nn(-c2ccccc2)c(=O)c(Cl)c1Cl	i	4	4	i	-2	-3.9	7	1	1	-17
22	O=C1CCc2cc(NS(=O)(=O)c3ccccc3)cc3c2N1CCC3	i	-1	3	i	-4	0.1	1	-1	-1	-6
23	COc1ccc(-n2c(=O)c3c4c(sc3n3c(=S)[nH]nc23)COC(C(C)C)C4)cc1 (stereo not given)	i	1	15	i	21	-1.7	-4	9	-1	11
24	O=C(CCc1nnc(-c2ccc3c(c2)OCO3)o1)N1CCC(c2ccc(F)cc2)C1 (stereo not given)	i	4	6	i	8	2.0	-2	-1	1	-2
25	CC1CCCCN1CCCn1c(=S)[nH]c2ccccc2c1=O (stereo not given)	i	2	-2	i	1	2.5	0	0	1	1
26	Cc1cc(C)c2nncn2n1	i	0	-1	i	-1	4.0	2	0	-2	-2
27	Cc1ccc(C)c(-n2nnnc2SCC(=O)NCC2CCCO2)c1 (stereo not given)	i	3	-8	i	3	-0.4	5	0	0	11
28	CN(C)S(=O)(=O)Oc1cccc(C(=O)Nc2ccc([N+](=O)[O-])cc2)c1	i	-14	-14	i	-11	1.9	-4	0	1	-4
29	COc1ccc(NC(=O)C2CC(=O)N(Cc3ccco3)C2)cc1Cl (stereo not given)	i	4	-8	i	-2	-0.4	-2	-3	0	7
30	COc1ccc(N2CC(C(=O)Nc3ccc(S(=O)(=O)N4CCCCC4)cc3)CC2=O)cc1 (stereo not given)	i	1	-5	i	5	-1.3	-4	-1	5	2
31	O=C(NC(=S)NCC1CCCO1)c1ccc(Cl)cc1 (stereo not given)	i	1	-9	i	-3	-0.8	-1	-2	-3	-1
32	Cc1ccc(C(=O)Nn2cnc3ccccc3c2=O)cc1C	i	-2	-10	i	-1	-1.7	0	-2	3	7
33	COc1ccccc1OCCCCn1c(C(C)O)nc2ccccc21 (stereo not given)	i	1	1	i	-6	0.1	-1	-2	-2	0
34	O=C(COC(=O)c1ccccc1NC(=O)c1ccco1)NC1CCS(=O)(=O)C1 (stereo not given)	i	1	-2	i	4	-0.6	3	-4	-1	4
35	O=C(CCCCCn1c(SCC(=O)c2ccccc2)nc2ccccc2c1=O)NCc1ccco1	i	1	2	i	9	1.4	7	2	-1	4
36	Cc1noc(NS(=O)(=O)c2ccc(NC(=O)c3ccc(OC(C)C)cc3)cc2)c1C	i	-11	-6	i	10	-0.2	0	-6	5	0
37	O=C(c1ccccc1)c1ccccn1	i	-3	-10	i	0	-1.3	-2	1	2	-3
38	CCOc1ccc(/C=N/NC(=O)c2c(C)n(C)c3ccc(OC)cc23)cc1	i	0	-7	i	6	-1.1	-3	1	-4	-4
39	O=C(NC(=S)Nc1ccccc1N1CCCC1)c1ccco1	i	-8	-2	i	1	4.2	-25	1	-5	1
40	Clc1cc2c(c(CSc3nc4ccccc4n4cccc34)c1)OCOC2	i	0	-4	i	12	-1.6	-2	-2	-1	-7
41	O=C(COC(=O)CNC(=O)c1cccc(OC(F)F)c1)NNC(=O)c1ccccc1	i	-4	-6	i	2	-1.4	4	1	2	0
42	N#CCCN(C(=O)CSc1ncccn1)c1ccc2c(c1)OCCO2	i	3	-3	i	-5	-1.1	8	4	8.2*	-1
43	CCOC(=O)C1=C(N)OC2=C(C(=O)CCC2)C1c1sccc1C (stereo not given)	i	0	-3	i	7	0.6	-1	-5	0	0
44	CCCCc1nnc(NC(=O)C(=O)OCC)s1	i	-6	-9	i	-2	0.5	-2	-1	4	3
45	COC(=O)c1cc(NC(=O)Cc2coc3cc(OC)ccc23)cc(C(=O)OC)c1	i	-2	-12	i	-7	2.9	-9	-2	0	3
46	NC(=O)c1nc(C2CCCCC2)nc2c1[nH]c(=O)n2-c1ccc(F)cc1	i	-3	-12	i	2	0.2	-5	-4	-1	1
47	O=C(CCNC(=O)c1ccc([N+](=O)[O-])cc1)Oc1ccc(F)c(F)c1	i	-4	-5	i	-8	-0.8	2	2	5	-31
48	N#CCCN(C(=O)COC(=O)c1ccc2c(c1)OCO2)c1ccccc1	i	-6	-5	i	-1	0.9	2	1	5	2
